All columns: NCI-60 one-dose screen, growth in % after 48 h at 10 µM unless noted; 100 = growth as untreated, 0 = no growth, -100 = all killed.
SR: SR leukemia cells | hit rate 8.7% among 73,000 | AID 1794780
MDA-MB-435: MDA-MB-435 melanoma; hit rate 7.8% among 82,000; AID 1794794
HOP-92: HOP-92 NSCLC cells. hit rate 6.3% among 71,000. AID 1794738
HOP-62: HOP-62 NSCLC; hit rate 3.9% among 80,000; AID 1794735
CCRF-CEM: CCRF-CEM leukemia | hit rate 7% among 77,000
MOLT-4: MOLT-4 leukemia cells; hit rate 6.9% among 80,000; AID 1794779
RPMI-8226: RPMI-8226 leukemia cells; hit rate 7.5% among 77,000
K-562: K-562 leukemia; hit rate 7.4% among 78,000; AID 1794777
* hit, by the source's call; · = not tested or not shown; [ ] = remark or other dose. The calls were made as follows: active = growth percent below 10; inactive = the rest.

SMILES	SR	MDA-MB-435	HOP-92	HOP-62	CCRF-CEM	MOLT-4	RPMI-8226	K-562
c1nc2nonc2nc1C1CC1	93.6	117.9	·	98.3	102.2	93.8	·	96.6
Cc1c2c(cn1C)CCc1cn(C)nc1-2	93.7	122.2	70.9	102.7	114.4	88.8	86.4	106.0
O=C1c2ccncc2/C(=C/c2ccccc2)N1Cc1ccccc1	68.2	103.8	53.7	94.2	80.2	73.4	78.9	73.7
COc1cc(/C=C/c2nc3ccccc3c(=O)n2-c2ccc(C#Cc3ccccc3)cc2C)cc(OC)c1OC	94.4	96.5	·	113.7	88.8	97.9	70.5	87.3
CN(C)c1nc(N)nc2c1ncn2C1OC(CO)CC1O (stereo not given)	120.4	91.7	87.0	104.7	111.6	101.1	129.8	92.3
Cc1cccc2c1nc(-c1c(F)cc(Br)cc1F)n2Cc1c(F)cccc1F	80.2	82.4	49.1	88.0	93.5	53.1	61.7	58.5
COc1ccc(/C=N\NC(=O)c2cc(-c3ccc(Br)cc3)n(-c3ccc(S(N)(=O)=O)cc3)n2)cc1	·	-43.8*	46.8	48.0	55.6	62.3	61.1	11.4
O=C(O)COc1cccc(C(=O)/C=C/c2ccccc2)c1	92.1	108.3	116.7	111.7	103.8	110.4	110.2	101.1
CN(C)c1ccc(/C=N/NC(=O)C[N+](C)(C)C)cc1	·	102.4	108.7	103.7	105.0	·	105.7	·
O=c1c2cc(F)ccc2nc2n1CCc1sccc1-2	91.0	106.4	85.3	92.9	99.3	93.9	103.4	102.6

Filtered by structure: those above with bromine
SMILES	SR	MDA-MB-435	HOP-92	HOP-62	CCRF-CEM	MOLT-4	RPMI-8226	K-562
Cc1cccc2c1nc(-c1c(F)cc(Br)cc1F)n2Cc1c(F)cccc1F	80.2	82.4	49.1	88.0	93.5	53.1	61.7	58.5
COc1ccc(/C=N\NC(=O)c2cc(-c3ccc(Br)cc3)n(-c3ccc(S(N)(=O)=O)cc3)n2)cc1	·	-43.8*	46.8	48.0	55.6	62.3	61.1	11.4

Continuation:
SMILES	SR	MDA-MB-435	HOP-92	HOP-62	CCRF-CEM	MOLT-4	RPMI-8226	K-562
CCNC1CCC(Nc2ccnc3cc(Cl)ccc23)CC1 (stereo not given)	77.7	100.7	57.1	75.4	96.3	79.5	78.9	56.3
CCC/C(C)=C/c1ccc(CC)cn1	126.6	87.1	100.6	100.3	104.0	102.1	112.6	102.4
CC/C(C)=N/NS(=O)(=O)c1ccc(C)cc1	92.1	109.7	·	117.5	89.9	95.4	103.3	92.7
CC1NC(=O)c2c1c(=O)[nH]c1ccccc21 (stereo not given)	106.7	95.4	·	95.2	120.3	102.2	111.4	·
COC(=O)C1=Nc2ccc(F)cc2/C1=C\c1sc(=S)n(C(Cc2ccccc2)C(=O)O)c1O (stereo not given)	97.9	99.5	71.6	80.7	93.1	92.9	90.4	84.3
Clc1cccc(Nc2ncnc3ccc(-c4cnc5[nH]ccc5c4)cc23)c1	60.0	88.3	94.5	86.9	66.7	50.1	60.0	62.1
NC(=O)n1cccn1	105.9	103.6	107.6	97.5	99.9	96.7	102.5	102.8
O=C(N/N=C\c1ccc([N+](=O)[O-])cc1)c1ccc2nc(-c3ccc(Br)cc3)[nH]c2c1	-3.2*	23.9	55.0	29.7	10.6	5.7*	6.0*	2.7*
Cn1c2ccccc2c2c(OC(=O)c3ccccc3)c3c(nc21)-c1ccccc1C3	91.7	103.7	91.5	73.1	98.8	96.3	96.2	103.6
CC(=O)c1ccc(NC(=O)CSc2nnc(-c3ccc4nc(-c5ccc([N+](=O)[O-])cc5)[nH]c4c3)o2)cc1	91.0	92.8	126.9	128.1	102.9	96.3	100.3	92.0

Complete entries, quoted from the list:
Shown for `COc1ccc(/C=N\NC(=O)c2cc(-c3ccc(Br)cc3)n(-c3ccc(S(N)(=O)=O)cc3)n2)cc1` : SR = ·; MDA-MB-435 = -43.8*; HOP-92 = 46.8; HOP-62 = 48.0; CCRF-CEM = 55.6; MOLT-4 = 62.3; RPMI-8226 = 61.1; K-562 = 11.4
Shown for `CC/C(C)=N/NS(=O)(=O)c1ccc(C)cc1` : SR = 92.1; MDA-MB-435 = 109.7; HOP-92 = ·; HOP-62 = 117.5; CCRF-CEM = 89.9; MOLT-4 = 95.4; RPMI-8226 = 103.3; K-562 = 92.7
Shown for `COc1cc(/C=C/c2nc3ccccc3c(=O)n2-c2ccc(C#Cc3ccccc3)cc2C)cc(OC)c1OC` : SR = 94.4; MDA-MB-435 = 96.5; HOP-92 = ·; HOP-62 = 113.7; CCRF-CEM = 88.8; MOLT-4 = 97.9; RPMI-8226 = 70.5; K-562 = 87.3

Next records.
SMILES	SR	MDA-MB-435	HOP-92	HOP-62	CCRF-CEM	MOLT-4	RPMI-8226	K-562
N#CC(I)CS(=O)(=O)c1ccccc1 (stereo not given)	108.6	109.0	94.5	98.6	3.3*	88.9	101.3	80.6
CC(C)=CCC/C(C)=C\C=N\O	96.2	98.9	90.3	88.3	91.3	100.1	96.1	109.2
c1ccc(C2CCCCC2)c(OCCCCCN2CCNCC2)c1	-32.9*	47.2	29.4	78.9	27.1	33.5	-14.6*	-13.1*
CCOC(=O)C(Cc1ccc(N)cc1)N1C(=O)c2ccccc2C1=O (stereo not given)	91.6	97.4	104.3	102.4	97.6	107.0	92.5	97.4
CSc1c(-c2nc3ccccc3s2)c(N)nc2c(C#N)c(Nc3ccc(Cl)cc3)nn12	91.6	101.8	82.5	97.4	105.3	105.8	99.0	100.2
C#Cc1cccc(NC(=O)c2ccccc2NC(=O)C=C)c1	101.0[8.25 µM]	102.6[8.25 µM]	92.8[8.25 µM]	92.9[8.25 µM]	106.2[8.25 µM]	101.8[8.25 µM]	66.9[8.25 µM]	98.8[8.25 µM]
COc1ccc(CCN2C(=O)/C(=C/c3ccc(C4Oc5ccccc5C5CC(c6ccccc6)=NN54)cc3)SC2=S)cc1 (stereo not given)	104.5	103.7	110.5	98.1	36.6	100.1	96.0	100.1
COc1cc(-c2nn(C(=O)NCCN3CCOCC3)cc2-c2ccncc2)ccc1Cl	77.7	86.8	82.7	107.4	101.7	100.1	·	96.1
CCOC(=O)/C(C#N)=C/c1ccccc1Cl	94.4	97.5	104.7	·	99.5	101.3	109.2	99.3
C/C=C/C1=CN2C(=O)c3cc(OC4OC(C)C(NC)C(C)(O)C4O)c(C)c(O)c3N=C[C@@H]2C1 (stereo not given in full)	0.6*	-77.0*	-17.8*	-7.0*	1.2*	2.3*	7.4*	4.2*

Part of the list above, as a markdown table.
| compound | SR | MDA-MB-435 | HOP-92 | HOP-62 | CCRF-CEM | MOLT-4 | RPMI-8226 | K-562 |
| --- | --- | --- | --- | --- | --- | --- | --- | --- |
| CCOC(=O)/C(C#N)=C/c1ccccc1Cl | 94.4 | 97.5 | 104.7 | · | 99.5 | 101.3 | 109.2 | 99.3 |
| C/C=C/C1=CN2C(=O)c3cc(OC4OC(C)C(NC)C(C)(O)C4O)c(C)c(O)c3N=C[C@@H]2C1 (stereo not given in full) | 0.6* | -77.0* | -17.8* | -7.0* | 1.2* | 2.3* | 7.4* | 4.2* |

Carrying on:
SMILES	SR	MDA-MB-435	HOP-92	HOP-62	CCRF-CEM	MOLT-4	RPMI-8226	K-562
COC(=O)c1cc(/C=C/c2ccccc2)[nH]c(=O)c1C#N	·	105.3	92.8	95.9	112.7	99.8	112.8	108.3
COc1ccc(NC(=O)Nc2cc(-c3ccc(OC)cc3)on2)cc1	90.7	100.6	63.7	99.6	120.6	106.5	126.4	104.9
O=C(N/N=C\c1ccc([N+](=O)[O-])cc1)c1ccc2nc(-c3ccc([N+](=O)[O-])cc3)[nH]c2c1	·	105.3	86.0	90.7	93.4	·	102.5	·
O=c1/c(=C/Nc2nccs2)sc2ncnn12	89.3	107.1	·	102.1	110.4	94.7	107.8	88.6
COC(=O)c1cc(NC(=O)Nc2cc(C(=O)OC)n(C)c2)cn1C	92.4	104.4	99.0	94.6	104.0	98.6	115.8	90.8
CN(c1ccc(Cl)cc1)S(=O)(=O)c1ccc(-c2cnc(C3CC3)o2)cc1	8.7*	·	63.9	45.6	17.1	16.8	·	10.4
O=C(CSc1nc2ccccc2c(=O)n1-c1ccccc1)c1cc2c(ccc3ccccc32)oc1=O	76.5	101.7	71.4	70.4	73.0	85.1	88.8	94.7
COc1c(B(O)O)cccc1-c1nc2ccc3cn[nH]c3c2c2c1CCCC2	71.8	84.2	27.2	68.7	39.6	47.7	45.8	74.7
CCOC(=O)c1cc2c(nc1OC)-c1cnn(-c3ccc(Cl)cc3)c1CC2	65.8	69.7	62.9	91.9	66.5	73.0	62.1	57.1
CC1=NN(c2cccc(Cl)c2)C(=O)/C1=C\c1cn(Cc2ccccc2)c2ccc(Br)cc12	·	99.1	66.3	93.3	95.8	92.6	93.0	93.8
O=C1Nc2ccc(Cl)cc2/C1=N\c1nnc(-c2ccc(Cl)cc2)o1	47.2	80.6	86.0	97.4	83.7	106.9	94.9	100.0
COc1ccc2cc(-c3ccnc4c(N=Nc5ccc(Cl)cc5)c(-c5ccccc5)nn34)ccc2c1	69.6	105.8	93.3	89.2	91.4	92.4	102.8	89.7
CCCCCCCCN1C(=O)c2ccccc2C1=O	100.2	108.8	·	117.5	96.3	80.5	99.0	95.8
CN(C)Cc1ccc(C(=O)Nc2ccc3ncnc(Nc4ccc(Oc5cccc(F)c5)c(Cl)c4)c3c2)cc1	-18.1*	-89.4*	36.2	45.1	-0.1*	-13.2*	-24.7*	-39.3*
c1ccc2cc(N3CCCCC3)ccc2c1	100.5	107.7	95.0	101.7	99.6	100.8	110.7	98.0
CCOC(=O)C1=C(N)Oc2c(sc3c(F)cccc23)C1c1ccc(F)cc1 (stereo not given)	51.6	41.9	86.1	90.0	86.1	68.9	76.6	55.9
C=C1SC(=Nc2c(C)cccc2C)N(c2nc(Cl)nc(Cl)n2)C12CCCCC2	81.4	93.5	105.2	105.4	95.9	95.5	99.8	95.2
Cc1c2cnccc2c(C)c2c1c1cc(C(=O)O)ccc1n2C	18.6	5.6*	-3.1*	-8.2*	5.5*	1.6*	-1.6*	9.3*
CCCCOc1ccc(NC(=O)n2nc(NC(C)=O)c3cc(NC(C)=O)ccc32)cc1	88.4	92.3	93.0	108.4	62.1	52.0	76.9	33.7
CC/C(=N\NS(=O)(=O)c1ccc(C)cc1)c1ccc(OC)cc1	86.2	97.3	97.8	101.6	116.7	95.9	100.4	91.4
O=[N+]([O-])CC(c1ccccc1)c1c[nH]c2ccccc12 (stereo not given)	20.2	-14.6*	75.7	56.0	46.9	27.4	50.7	10.0
C=CCSc1ccc2c(c1)C(=O)Nc1ccccc1O2	78.1	94.8	104.0	87.8	91.6	91.1	95.4	97.5
CCc1c(C)c(=N)c2ccccc2n1C	93.9	105.8	93.3	103.9	87.2	94.6	74.8	91.5
CC(=O)NC(CSC(c1ccccc1)(c1ccccc1)c1ccccc1)C(=O)O (stereo not given)	99.7	107.8	·	109.5	104.2	114.9	100.7	103.2
CCC(=O)c1c(C)[nH]c(C)c1C	70.7	95.1	106.5	77.8	98.5	84.0	113.1	110.4
COc1cc2oc(-c3cccc(NC(=O)c4cc(NC(=O)[C@H](C)N)ccc4C)c3)cc(=O)c2c(OC)c1OC	80.3	104.2	30.5	100.1	72.0	79.8	69.5	95.1
C=CCc1c[nH]c(=O)[nH]c1=O	122.9	108.3	94.7	87.3	94.0	102.9	123.8	107.8
Cc1ccc(/C=C/C2=NN(c3ccc(-c4ccccc4)nn3)C(c3ccc(C)o3)C2)o1 (stereo not given)	77.4	97.7	73.1	84.0	70.7	58.8	44.8	60.5
CC(C)c1nc2ccccc2n1CC(=O)N/N=C/c1ccc(OCc2ccccc2)cc1	89.9	104.2	·	89.6	89.8	75.1	·	72.2
CN1CCCC(n2nc(Cc3ccc(Cl)cc3)c3ccccc3c2=O)CC1 (stereo not given)	63.9	67.5	75.3	85.0	70.2	71.0	67.0	63.9
N#CCCNNc1ccccc1	71.2	88.0	80.6	78.4	87.6	54.2	81.4	120.6
COc1ccc(CN2CCCC(C(=O)c3ccc(C(F)(F)F)cc3)C2)c(O)c1 (stereo not given)	3.8*	-48.9*	36.5	37.5	9.0*	13.6	11.8	7.4*
O=C(/C=C/c1ccc2nc(-c3ccc(C(F)(F)F)cc3)sc2c1)c1cc(F)cc(F)c1	102.7	99.6	92.5	96.6	·	102.9	116.5	100.6
C[C@]1(CO)O[C@H](n2cc(F)c(=O)[nH]c2=O)C[C@@H]1O	91.4	111.8	103.6	91.0	105.2	100.3	102.5	100.9
CCCCC(O)C(F)(Cl)Cl (stereo not given)	83.2	105.9	·	98.0	·	93.6	107.8	99.1
O=C(/C=C(O)/C=C/c1coc2ccccc12)/C=C/c1coc2ccccc12	83.4	109.6	100.7	111.1	84.6	88.5	94.6	88.2
CCCCCCCCCCNC(=O)CBr	99.9	97.6	78.8	88.7	96.0	93.6	96.5	105.8
CC(C)CCCC(C)[C@H]1CCC2C3CC=C4C[C@@H](O)CC[C@]4(C)C3CC[C@@]21C (stereo not given in full)	·	97.6	113.9	99.9	104.9	96.3	107.7	95.9
C/C=C/C(=O)N1c2ccccc2CC1c1c(C)[nH]c2ccccc12 (stereo not given)	94.6	100.6	81.4	79.7	87.0	74.7	81.5	113.7
COC(=O)c1cc(C(=O)C(F)(F)F)n2c3ccccc3c3ccccc3c12	60.7	96.2	59.2	41.1	97.6	97.4	96.0	82.6
O=c1cc(NNC(=S)Nc2ccccc2)c2ccccc2[nH]1	105.7	99.8	71.7	84.8	98.8	115.9	97.5	106.1
CCOC(=O)CCCCCNC(=O)c1ccccc1	103.7	·	90.3	102.6	85.6	106.4	94.4	95.5
Cc1ccc(NC(=O)c2ccc(Cl)cc2Cl)cc1C	92.5	100.7	96.2	·	111.7	93.5	107.5	96.9

Two entries drawn at random from those above, as already listed:
SMILES	SR	MDA-MB-435	HOP-92	HOP-62	CCRF-CEM	MOLT-4	RPMI-8226	K-562
O=c1cc(NNC(=S)Nc2ccccc2)c2ccccc2[nH]1	105.7	99.8	71.7	84.8	98.8	115.9	97.5	106.1
COC(=O)c1cc(C(=O)C(F)(F)F)n2c3ccccc3c3ccccc3c12	60.7	96.2	59.2	41.1	97.6	97.4	96.0	82.6

Screening data as filed in PubChem BioAssay.
